From PubChem
RmlCD inh mix = RmlC/RmlD inhibition, mixture screen; RmlC/RmlD coupled enzyme inhibition, 384-well mixture HTS; inhibition, % at 5.5 µM; actives 0.39% (n = 110,000); in the data active = inhibition above about 30%, passing the limit was not always enough; inconclusive = no clear call, values can overlap the other calls; note: strong numbers were not always called active
HIV RNase H inh = inhibitors of HIV-1 reverse transcriptase RNase H; RT-RNase H RNA/DNA duplex cleavage, fluorescence; inhibition, % at 10 µM; actives 1.9% (n = 65,000); AID 565; P04585; in the data active = inhibition above about 50%
The depositor's hits bear a star; i = inactive; ? = inconclusive; nt = no result given; & = joins results of further samples. The list is partial (hit frequency here may not be typical).

canonical_smiles | RmlCD inh mix | HIV RNase H inh
CNC(=O)CN(C1CCCCC1)S(=O)(=O)c1ccc(OC)c(Cl)c1 | -12 | -6
Cc1cccc(C(=O)Nc2ccccc2-c2nnn(CC(=O)Nc3ccc4c(c3)OCCO4)n2)c1 | i | nt
C=CCn1c(=O)c2ccccc2n2c(SCc3nc(N)nc(Nc4ccccc4C)n3)nnc12 | -11 | 3
Cc1cc(C)c2c3c(sc2n1)C(=O)N(Cc1ccccc1)CC(=O)N3 | 12 | nt
CSCCC1C(C#N)=C(N)Oc2n[nH]c(-c3cccs3)c21 (stereo not given) | 3 | -11
c1ccc2c(c1)Cc1cc(CN3CCOCC3)ccc1-2 | -13 | -8
Cc1ccc(-n2nnnc2SCC(=O)N2CCc3ccccc3C2)c(C)c1 | -9 | -56
COc1cccc(C2NC(=O)c3sc(=S)n(-c4ccccc4)c3N2)c1 (stereo not given) | 6 | nt

Compounds above that have a thiophene ring, fused or not, in the order listed:
canonical_smiles | RmlCD inh mix | HIV RNase H inh
Cc1cc(C)c2c3c(sc2n1)C(=O)N(Cc1ccccc1)CC(=O)N3 | 12 | nt
CSCCC1C(C#N)=C(N)Oc2n[nH]c(-c3cccs3)c21 (stereo not given) | 3 | -11

(next part)
canonical_smiles | RmlCD inh mix | HIV RNase H inh
O=C(CN1CCCC1=O)NC1(C(F)(F)F)NC(=O)N(Cc2ccccc2)C1=O (stereo not given) | 6 | 1
CC(C)=CCc1c(-c2ccc(O)cc2O)oc2cc3c(c(O)c2c1=O)C=CC(C)(C)O3 | -11 | nt
CC(C)CCN=Cc1c(O)n(-c2ccccc2)c(=O)c2ccccc12 | 8 | nt
Nc1nc(SCC(=O)C23CC4CC(CC(C4)C2)C3)n[nH]1 | -6 | -51
CCn1c2ccccc2c2cc(NC(=O)c3ccco3)ccc21 | 1 | 1
CNC(=O)c1ccsc1NC(=O)c1ccc(S(=O)(=O)N2CCc3ccccc32)cc1 | 7 | nt
Cc1cc(NC(=O)CSc2nnc(-c3cccs3)n2N)no1 | -14 | nt
COc1ccc(C(=O)c2c[nH]c(C(=O)NCC3CCCO3)c2)cc1 (stereo not given) | -14 | nt
CCOC(CNC(=O)c1ccc2nc(N3CCC(C)CC3)sc2c1)OCC | -9 | nt
COc1cc(CCCN2C(N)=NC[C@@H]2Cc2ccc(O)cc2)cc(OC)c1OC | 7 | nt
CSc1ccccc1C(=O)Nc1cccc(C(C)O)c1 (stereo not given) | -13 | -13
CC(=O)OC1(c2ccccc2)CCN(C)C(C)C1C (stereo not given) | 3 | nt
COc1ccc(-c2nnn(CC(=O)c3ccccc3)n2)cc1OC | 1 | -29
COc1ccc(CNC(=O)CN(Cc2ccccc2)S(=O)(=O)c2ccc(Cl)cc2)cc1 | 4 | nt
COc1ccc(OC)c(NC(=O)CCN2CCC(C)CC2)c1 | 7 | -1
CS(=O)(=O)N(CC(=O)NCCSc1ccc(Cl)cc1)c1ccc2c(c1)OCO2 | 2 | -29

Looked up by structure from above, six records:
canonical_smiles | RmlCD inh mix | HIV RNase H inh
CSCCC1C(C#N)=C(N)Oc2n[nH]c(-c3cccs3)c21 (stereo not given) | 3 | -11
O=C(CN1CCCC1=O)NC1(C(F)(F)F)NC(=O)N(Cc2ccccc2)C1=O (stereo not given) | 6 | 1
CC(C)CCN=Cc1c(O)n(-c2ccccc2)c(=O)c2ccccc12 | 8 | nt
Cc1cccc(C(=O)Nc2ccccc2-c2nnn(CC(=O)Nc3ccc4c(c3)OCCO4)n2)c1 | i | nt
CS(=O)(=O)N(CC(=O)NCCSc1ccc(Cl)cc1)c1ccc2c(c1)OCO2 | 2 | -29
COc1ccc(CNC(=O)CN(Cc2ccccc2)S(=O)(=O)c2ccc(Cl)cc2)cc1 | 4 | nt

Remaining list, next part.
canonical_smiles | RmlCD inh mix | HIV RNase H inh
COc1ccc(NC(=O)c2ccc(CNS(=O)(=O)c3cccc(OC)c3)cc2)cc1 | 9 | nt
COc1ccc(OC)c(N2C(=O)CC(Cc3ccc(Cl)cc3)C2=O)c1 (stereo not given) | -14 | nt
COc1ccccc1N(CN1CCCC1=O)C(=O)c1c(F)cccc1F | 5 | 4
Cn1nc(C(=O)NCc2ccccn2)c2ccccc2c1=O | -8 | -11
Nc1nnnn1N=C1CCCCC1 | -8 | -1
CCCCC(CC)CNC(=O)c1ccc2c(c1)OCO2 (stereo not given) | 3 | 3
CCn1cnc2sc(C(=O)N3CCN(c4ccc(OC)cc4)CC3)c(C)c2c1=O | -12 | 5
CC(=O)/C=C(/C)NC(Cc1c[nH]c2ccccc12)C(=O)O (stereo not given) | 0&-5 | 3
O=C(NCc1ccco1)c1ccc(COCC(F)(F)F)cc1 | 6 | -10
CCOC(=O)N1CCC(Nc2c(-c3ccc(C)cc3)c(=O)c2=O)CC1 | -10 | 6
Cc1ncsc1CCOC(=O)C12CC3CC(CC(C3)C1)C2 | -10 | nt
CCn1c(=O)cc(OCC(=O)Nc2ccccc2C#N)c2ccccc21 | -12 | -58
Cc1ccc(S(=O)(=O)N2CCCN(S(=O)(=O)c3ccc(C)cc3)CC2)cc1 | 0 | -3
CCOC(=O)N1CCN(S(=O)(=O)c2c(C)[nH]c(=O)[nH]c2=O)CC1 | nt | -24
Cc1ccc(-c2ccc(/C=N/n3cnnc3)o2)cc1Cl | -3 | -36
COc1cc(C2C(C#N)=C(C)NC3=C2C(=O)c2ccccc23)cc(OC)c1OC (stereo not given) | 9 | -7
CC(O)CNc1nc2c(c(=O)n(C)c(=O)n2C)n1Cc1cccc(Br)c1 (stereo not given) | 2 | -5
COc1cccc2sc(NC(=O)c3ccc(Br)s3)nc12 | -9 | nt
COc1ccc2oc(=O)c(C(=O)NCC3CCCO3)cc2c1 (stereo not given) | 13 | -3
COc1cccc(C(=O)CSc2nnc(-c3ccco3)n2CC2CCCO2)c1 (stereo not given) | 4 | -3
CCOc1cc2[nH]c(=O)n(CC3CCC(C(=O)NC(C)CC)CC3)c(=O)c2cc1OCC (stereo not given) | nt | 0
CC(C)C1=CC(=NS(=O)(=O)c2cccc([N+](=O)[O-])c2)C=C(C(C)C)C1=O | 6 | nt
CCCCNc1c(C(=O)OCC)c(=O)[nH]c2ccccc12 | -8 | -70
O=C(CSc1nc2ccccc2[nH]1)N1CCN(c2ccccc2)CC1 | 6 | -7
CCOC(=O)c1cc(-c2ccc(/C=C3/C(=O)NC(=O)C(C#N)=C3C)o2)ccc1Cl | 43 | nt
CC1=C(C(=O)OCC2CCCO2)C(c2ccncc2)C2=C(CCCC2=O)N1 (stereo not given) | nt | -3
CCOC(=O)N1CCC(NC(=O)C2CCCN2C(=O)OCc2ccccc2)CC1 (stereo not given) | -44 | -10
O=S(=O)(Nc1cccc(C(F)(F)F)c1)c1cnc[nH]1 | 8 | -7
COc1cccc(Oc2ccc(N)cc2)c1 | 12 | -6
Cc1nn(C(=O)C(C)N2C(=O)c3ccccc3C2=O)c(C)c1Br (stereo not given) | -8 | -42
O=C(C1CC2CCC1C2)N1CCN(Cc2ccc3c(c2)OCO3)CC1 (stereo not given) | 68 | 1
c1ccc(CSc2snnc2-c2ccccc2)cc1 | -4 | nt
Cn1c(CSCc2ccccc2)nnc1SCC(=O)Nc1nccs1 | -8 | nt
C(=N\n1cnnc1)/c1ccc(N2CCOCC2)cc1 | 18 | -1
O=C1CC(C(=O)Nc2ccccc2)N=C(N2CCCCC2)N1 (stereo not given) | 5 | -20
COCC(=O)Nc1ccccc1NC(C)=O | 6 | -1
CCn1cnc2sc(-c3ccccc3)cc2c1=O | -10 | -11
COC(=O)c1cc(Br)c(=O)n(CCC2=CCCCC2)c1 | -5 | -5
O=C(Nc1cccc(Cl)c1)Nc1ccc(Cl)cn1 | 71 | nt
CCOC(=O)CSc1nccc(N(C)C)c1C#N | -10 | -25
CC(=O)Nc1cc(C(F)(F)F)ccc1N1CCOCC1 | -9 | -6
COc1ccc(CC(=O)N2CCCc3ccccc32)cc1OC | -16 | -28
COc1ccc(CCn2c(O)c(C=NCc3cccnc3)c(=O)[nH]c2=O)cc1OC | -11 | -12
Cn1c(C(=O)NCCCN2CCN(c3ccccc3F)CC2)cc2c(=O)n(C)c3ccccc3c21 | 9 | 2
CSCCC(NC(=O)COc1ccccc1)C(=O)OCC(=O)c1cc2ccccc2o1 (stereo not given) | 6 | nt
O=C(CCCN1C(=O)CCC1=O)Nc1ccc(Br)cc1F | 7 | nt
CCC(CC)C(=O)Nc1cccc(C(=O)Nc2ccc3c(c2)OCO3)c1 | -7 | 1
O=C(CSc1nnnn1-c1ccc2c(c1)OCO2)NCc1ccccc1 | 9 | -34

Remaining list, next part:
SMILES | RmlCD inh mix | HIV RNase H inh
CC(C)CCNC(=O)Nc1ccc2c(c1)N(C)C(=O)CS2 | 2 | nt
COC(=O)CN(c1c(C)cccc1C)S(C)(=O)=O | -12 | -6
COC(=O)C1CCCN1C(=O)C1CCCN1C(=O)CNC(=O)OCc1ccccc1 (stereo not given) | 2 | -16
CC(C)CCOc1ccc(C(=O)O)cc1 | -10 | -9
CCC(=O)Nc1ccc(NC(=O)CSc2nnnn2-c2cccnc2)cc1C | 64 | nt
COc1ccc2c(c1)-c1ccccc1S(=O)(=O)N2C(C)=O | 131* | -18
COc1cc2c(cc1OC)-c1nc3ccccc3c(=O)n1C(C)(C)C2 | -10 | nt
COc1ccccc1N1CCN(CC(O)c2ccc3cc[nH]c3c2)CC1 (stereo not given) | -11 | 5
COc1ccc(C(=O)Nc2cc(OC)cc(OC)c2)cc1 | -11 | -2
COc1cc(OC)c2c(O)c3c(c(-c4c5c(c(O)c6c(OC)cc(OC)cc46)CO[C@@H](C)[C@H]5O)c2c1)[C@H](O)[C@H](C)OC3 | 12 | nt
CC(C)c1ccc(C(C(=O)NC(C)(C)C)N(C(=O)CNC(=O)c2ccco2)c2cccnc2)cc1 (stereo not given) | 6 | nt
COc1cc(Br)c(C(C)NC(=O)c2ccc(C)cc2)cc1OC (stereo not given) | -11 | nt
CCOC(=O)C(C(=O)NCc1cccc(OC)c1)c1ncc(C(F)(F)F)cc1Cl (stereo not given) | -11 | nt
Cc1ccc2nc(-c3ccccn3)oc2c1 | 2 | -3
CC(=O)Nc1ccc(S(=O)(=O)N2CCCCC2c2cccnc2)cc1 (stereo not given) | 3 | -6
CCOC(=O)c1[nH]c2ccc(OC)cc2c1C | nt | -20
C/C(=N\O)C(=O)NCCCNCCCN(C)C | -9 | -4
COc1ccc(/C=C(/C#N)C(=O)Nc2cccc(C)c2C)cc1C(=O)O | 7 | nt
Cc1nnc(NCCN2CCOCC2)[nH]c1=O | -6 | 0
Cc1cc2n(n1)C(c1ccsc1)Nc1ccccc1-2 (stereo not given) | 43 | -8
O=c1[nH]c(=S)n(Cc2ccc(F)cc2)c(O)c1C=NCc1cccnc1 | -1 | nt
Cc1c(NC(=O)c2cnn3cccnc23)c(=O)n(-c2ccccc2)n1C | -1 | 7
CCN(CC)C(=O)CSc1nc2ncccc2[nH]1 | -8 | -5
Cc1cccc(C(=O)Nc2sc(C(=O)N3CCCC3)c(C)c2C#N)c1 | -6 | nt
CC(=O)Nc1ccc(NC(=O)c2oc3cc(C)c(C)cc3c2C)cc1 | 5 | -1
CCOC(=O)C1CCCN(C(=O)Cc2c(C(=O)O)[nH]c3ccccc23)C1 (stereo not given) | 10 | -8
Cc1nc2ccccc2c(=O)n1NC(=O)COc1ccccc1 | -5 | -5
CS(=O)(=O)N1CCCC(C(=O)NCc2ccc(F)cc2Cl)C1 (stereo not given) | 2 | -3
O=C(O)C1C2C=CC(C2)C1C(=O)NC(c1ccccc1)c1ccccc1 (stereo not given) | -3 | nt
Cc1ccc(NC(=O)Nc2ccc3c(c2)N(C)C(=O)CS3)cc1C | -5 | nt
COc1ccc(CCNS(=O)(=O)c2ccc(OC)cc2)cc1 | -19 | nt
CCCCC(=O)Nc1nc(C)c(-c2csc(Nc3ccccc3OC)n2)s1 | -14 | nt
COc1cc(Cl)c(S(=O)(=O)NCCCN2CCOCC2)cc1Cl | -9 | 5
CCCCOc1ccc(/C=c2\sc3ncnn3c2=O)cc1 | 0 | 15
CCOC(=O)c1c(C)[nH]c(C(=O)OCC(=O)N2c3ccccc3CC2C)c1C (stereo not given) | -26 | -4
O=C(Oc1ccc(-c2cnc3ccccc3n2)cc1)c1ccc(Cl)c([N+](=O)[O-])c1 | 11 | nt
CCOC(=O)c1ccc(S(=O)(=O)N2CCN(CCC#N)CC2)cc1 | ? | -2
CCOC(=O)CNC(=O)CSc1nnc(-c2ccco2)n1N | -28 | 5
Cc1cccc(NC(=O)N(C)Cc2cccs2)c1 | -10 | nt
COC(=O)C1=C(C(=O)OC)[N+]2=C3N(C(=O)NC2(C)C)[C@H](CO)C[C@@]32c3ccccc3N(Cc3ccccc3)[C@@H]12 | -10 | nt
O=C(CSc1nnc(-c2ccco2)n1Cc1ccccc1)c1ccccc1 | 10 | -58
COc1nc(Oc2ccc(C(=O)O)cc2)nc(Oc2ccc(C(=O)O)cc2)n1 | -6 | nt
COC(=O)c1ccc(NC(=O)CSc2nnc(CNc3ccc(F)cc3)n2C)cc1 | 6 | -3
CCC(=O)N1CCN(c2nc3ccccc3s2)CC1 | -10 | nt
COCc1cc(=O)[nH]c(Nc2nc3ccccc3o2)n1 | 6 | 0
CCN(CC)C(=O)C1CCN(S(=O)(=O)c2ccc3oc4ccccc4c3c2)CC1 | -9 | -4
COc1ccc(S(=O)(=O)N(C)CC(=O)Nc2ccccc2OC)cc1C | 4 | -9
COc1ccc(-n2c(Cc3cccn3C)nnc2SCC(=O)Nc2ccc(Cl)cc2)cc1 | 8 | -4
CCOc1ccc(C(C)C)cc1S(=O)(=O)Nc1ccc(Cl)cn1 | -26 | 3
Cc1ccc2oc(C(=O)NCc3ccc4c(c3)OCO4)c(C)c2c1 | -11 | -34
